Screening data: PubChem BioAssay, several laboratories
bovine MsrA act: bovine methionine sulfoxide reductase A activation; activation, % at 10.6 µM; purified bovine MsrA, absorbance read-out; 0.3% of 360,000 active; in the data active means activation above about 7.5%;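 further: 0% = vehicle and 100% = reference activator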
Rin1 Abl inh: human Rin1-Abl interaction inhibition; P00519+Q13671; TR-FRET Rin1/Abl binding, biochemical; inhibition, % at 7.35 µM; 0.4% of 360,000 active; AID 588664; in the data active means inhibition above about 5%, passing the limit was not always enough
MT1-MMP act inh: inhibitors of human MT1-MMP activation; P50281; HT1080 RFP-PRO-GFP cells, GFP/RFP ratio fluorescence, overnight; percent of plate control window, DMSO zero; GFP/RFP ratio change, % at 20 µM; 0.061% of 360,000 active;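 active means GFP/RFP ratio change of at least 30% with cell ATP level not reduced by more than half and red fluorescence within 50% of control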; further: strong numbers were not always called active
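system = RFP-PRO-GFP reporter HT1080 cells | dosing = 20 µM single dose, 1% DMSO | timing = overnight cell settling, then overnight compound exposure, 37 °C, 5% CO2 | read-out basis = GFP/RFP fluorescence ratio | controls = DMSO and RFP-L50D-GFP cell wells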
CendR NRP1 mod: modulators of CendR peptide binding to human neuropilin-1. O14786. FAM-RPARPAR peptide binding to NRP-1, fluorescence polarization. inhibition, % at 25 µM. 0.85% of 360,000 active;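 active means inhibition or corrected inhibition above about 18%, plus a signal ratio from 0.5 to 1.5, limit read from the data, passing the limit was not always enough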; further: strong numbers were not always called active
MsrA inhibitor: inhibits bovine methionine sulfoxide reductase A; purified bovine MsrA, absorbance read-out; inhibition, % at 15.5 µM; 0.75% of 360,000 active; AID 651718; in the data active means inhibition above about 4.5%;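 further: 0% = vehicle wells with enzyme and 100% = reference inhibitor wells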
E coli Lon inh: E. coli protease La inhibition; P0A9M0; purified E. coli Lon protease, fluorescence polarization; inhibition, % at 7.94 µM; 0.42% of 360,000 active; AID 602123; in the data active means inhibition above about 13%, passing the limit was not always enough;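 further: 0% = enzyme with probe and DMSO and 100% = no enzyme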
SKN-1 inh: blocks SKN-1 activity in C. elegans | C. elegans VP596 Pgst-4::GFP/RFP ratio, acrylamide-induced, 24 h | inhibition, % at 21.8 µM | 0.49% of 360,000 active | AID 624304;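 active means interference check ratio from 0.5 to 1.5 plus GFP to RFP signal ratio inhibition reaching or exceeding a fixed threshold, cut at about 30% in these data, passing the limit was not always enough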; further: some compounds called inactive have numbers as strong as hits
Neddylation inh: cullin neddylation inhibition; P61081+Q13564; TR-FRET cullin neddylation, biochemical; calls only at 25 µM; 0.58% of 360,000 active; in the data active means inhibition above about 36%
Target sequence (P61081 whole entry, looked up): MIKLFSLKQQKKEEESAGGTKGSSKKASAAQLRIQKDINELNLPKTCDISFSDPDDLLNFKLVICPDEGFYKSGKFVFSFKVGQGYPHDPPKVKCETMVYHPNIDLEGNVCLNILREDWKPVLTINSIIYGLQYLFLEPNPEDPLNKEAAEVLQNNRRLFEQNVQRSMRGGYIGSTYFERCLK
Target sequence (Q13564 whole entry, looked up): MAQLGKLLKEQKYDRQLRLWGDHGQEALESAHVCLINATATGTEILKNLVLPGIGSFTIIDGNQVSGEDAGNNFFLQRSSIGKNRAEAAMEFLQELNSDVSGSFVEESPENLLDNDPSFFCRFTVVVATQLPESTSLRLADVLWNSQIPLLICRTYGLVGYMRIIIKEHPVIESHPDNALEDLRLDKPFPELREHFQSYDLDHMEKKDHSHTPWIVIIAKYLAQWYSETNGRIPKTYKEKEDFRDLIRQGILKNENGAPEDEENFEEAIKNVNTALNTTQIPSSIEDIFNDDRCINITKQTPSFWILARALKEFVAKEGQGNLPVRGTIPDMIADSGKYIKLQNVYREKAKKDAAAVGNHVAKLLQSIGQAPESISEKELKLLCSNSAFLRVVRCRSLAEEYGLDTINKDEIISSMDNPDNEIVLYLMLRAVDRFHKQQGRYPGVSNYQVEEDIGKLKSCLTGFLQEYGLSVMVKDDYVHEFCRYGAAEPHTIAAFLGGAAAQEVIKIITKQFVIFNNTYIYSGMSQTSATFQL
FAS-TE inh: inhibitors of human fatty acid synthase thioesterase domain | P49327 | recombinant FAS-TE, OMFH fluorogenic substrate, fluorescence endpoint | inhibition, % at 15 µM | 0.67% of 360,000 active;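 active means compounds whose normalised, plate-corrected inhibition of enzyme fluorescence in the single-dose primary screen is 50% or more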;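 further: 0% = DMSO with enzyme and 100% = substrate without enzyme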
* = called active by the depositor; i = inactive; x = no result given.

SMILES	bovine MsrA act	Rin1 Abl inh	MT1-MMP act inh	CendR NRP1 mod	MsrA inhibitor	E coli Lon inh	SKN-1 inh	Neddylation inh	FAS-TE inh
Cc1ccc(C)c(NC(=O)C2=CCN(S(=O)(=O)c3ccc(F)cc3)CC2)c1	-5	3	-2	-2	1.6	0	-5	i	-5
Cn1ccc2c(-c3ccc(F)cc3F)cc3c(c21)C1CCC3C1 (centres undefined)	-3	-1	14	3	1.3	7	26	i	20
COc1ccc(CNC(=O)N[C@H](C(=O)O)C(C)C)cc1OC	-4	-2	1	-10	0.8	-12	-4	i	-4
N=c1sccn1CC(=O)Nc1cccc2ccccc12	-4	-2	-2	-17	-0.8	-1	-19	i	-18
C#CCOCCOCCOCCNc1nc(N2CCN(C(=O)[C@H](C(C)C)n3cc(CCO)nn3)CC2)nc(N2CCN(C(=O)[C@H](CCCCN)n3cc(CCCC)nn3)CC2)n1	-4	2	-1	20	-0.9	6	13	i	-17
CCc1ccc(NC(=O)c2ccccc2SC)cc1	-3	-1	1	-6	0.9	0	6	i	1
CC1=C(C(=O)N2CCc3ccccc32)C2(CCC(C)CC2)OC1=O (centres undefined)	-13	1	-4	11	0.8	2	2	i	8
Cc1c(C(=O)NCC2CC2)sc(=O)n1Cc1cccc(F)c1	-2	-1	4	14	-1.6	-1	14	i	-2
Nc1nnc(SCCOc2ccc(Br)cc2)s1	0	2	-5	9	-0.3	-6	25	i	-8
CCOc1ccc(NC(=O)CCNS(=O)(=O)c2ccc3c(c2)c(=O)n(C)c(=O)n3C)cc1	-4	-1	-3	-2	x	-1	-12	i	-8
CCCCN1C(=O)C(O)=C(C(C)=O)C1c1ccccc1 (centres undefined)	-7	-1	4	8	x	-2	-4	i	-7
CC(=O)Nc1ccc(S(=O)(=O)NCCC(=O)OCC(=O)c2cc(C)ccc2C)cc1	0	-1	0	-13	-0.8	-9	21	i	-3
Cn1nc(C(C)(C)C)c(NC(=O)c2ccc(F)cc2)c1C(C)(C)C	-9	1	-4	8	0.0	0	-10	i	-3
COc1cccc(/C=N/NC(=O)c2ccc(-c3ccccc3)cc2)c1O	-5	-2	8	8	2.2	2	12	i	-1
O=C(O)/C=C/C(=O)Nc1ccc(-c2ccccc2)cc1	-8	-2	0	-8	0.1	-3	5	i	-10
CC(C)CCn1c(N2CCc3ccccc3C2)nc2c1c(=O)[nH]c(=O)n2C	1	1	3	5	-0.1	-10	3	i	-3
C/C(=N\NC(=O)c1csc2ccccc12)c1ccc(O)cc1	-8	-3	-2	0	1.7	-6	0	i	-9
COC(=O)c1cccc2c1-c1ccccc1/C2=N\NC(N)=O	-2	-5	3	5	1.5	6	13	i	-2
O=C(COC(=O)c1ccc2c(c1)OCO2)Nc1ccccc1F	-15	3	1	5	1.4	4	-11	i	-5
CC12CCC(C(=O)Nc3nc4ccc(Br)cc4s3)(OC1=O)C2(C)C (centres undefined)	-2	3	2	10	2.2	5	9	i	12
O=C(Nc1nccs1)C1CCN(S(=O)(=O)c2cccs2)CC1	-5	3	-5	-8	-0.8	-3	-2	i	-1
Cc1ccccc1NC(=O)Cn1cccc1	-1	1	5	4	0.1	-7	13	i	-5
Cc1c(NC(=O)/C=C/C(=O)O)cccc1[N+](=O)[O-]	-3	-2	3	0	-0.7	-7	6	i	-6
O=C(OCc1ccccc1)N1CCc2ccccc21	-2	-1	1	-3	0.1	-6	-10	i	20

Not a retest: 13 of the compounds above.
SMILES	bovine MsrA act	Rin1 Abl inh	MT1-MMP act inh	CendR NRP1 mod	MsrA inhibitor	E coli Lon inh	SKN-1 inh	Neddylation inh	FAS-TE inh
CC(=O)Nc1ccc(S(=O)(=O)NCCC(=O)OCC(=O)c2cc(C)ccc2C)cc1	0	-1	0	-13	-0.8	-9	21	i	-3
Cn1nc(C(C)(C)C)c(NC(=O)c2ccc(F)cc2)c1C(C)(C)C	-9	1	-4	8	0.0	0	-10	i	-3
COc1cccc(/C=N/NC(=O)c2ccc(-c3ccccc3)cc2)c1O	-5	-2	8	8	2.2	2	12	i	-1
O=C(O)/C=C/C(=O)Nc1ccc(-c2ccccc2)cc1	-8	-2	0	-8	0.1	-3	5	i	-10
CC(C)CCn1c(N2CCc3ccccc3C2)nc2c1c(=O)[nH]c(=O)n2C	1	1	3	5	-0.1	-10	3	i	-3
C/C(=N\NC(=O)c1csc2ccccc12)c1ccc(O)cc1	-8	-3	-2	0	1.7	-6	0	i	-9
COC(=O)c1cccc2c1-c1ccccc1/C2=N\NC(N)=O	-2	-5	3	5	1.5	6	13	i	-2
O=C(COC(=O)c1ccc2c(c1)OCO2)Nc1ccccc1F	-15	3	1	5	1.4	4	-11	i	-5
CC12CCC(C(=O)Nc3nc4ccc(Br)cc4s3)(OC1=O)C2(C)C (centres undefined)	-2	3	2	10	2.2	5	9	i	12
O=C(Nc1nccs1)C1CCN(S(=O)(=O)c2cccs2)CC1	-5	3	-5	-8	-0.8	-3	-2	i	-1
Cc1ccccc1NC(=O)Cn1cccc1	-1	1	5	4	0.1	-7	13	i	-5
Cc1c(NC(=O)/C=C/C(=O)O)cccc1[N+](=O)[O-]	-3	-2	3	0	-0.7	-7	6	i	-6
O=C(OCc1ccccc1)N1CCc2ccccc21	-2	-1	1	-3	0.1	-6	-10	i	20

Next section:
SMILES	bovine MsrA act	Rin1 Abl inh	MT1-MMP act inh	CendR NRP1 mod	MsrA inhibitor	E coli Lon inh	SKN-1 inh	Neddylation inh	FAS-TE inh
CC(=O)Oc1cc2c(C(=O)NCCN3CCOCC3)c(C)oc2c2ccccc12	0	-1	1	-3	1.8	12	30	i	-1
COc1cc(C(=O)O)ccc1OC(C)=O	-4	3	3	-1	1.6	0	11	i	-11
COc1ccc(-c2[nH]c(-c3ccc(Cl)cc3)nc2SCC(=O)Nc2nccs2)cc1	-2	-1	-6	-17	-0.8	-3	-1	i	11
CC(C)N=C(NS(=O)(=O)c1ccc(Br)cc1)c1ccc(Cl)cc1	-8	1	-3	17	-0.9	0	-16	i	-1
CCOc1ccc(N(CC(=O)NC2CCCC2)S(=O)(=O)c2c(C)noc2C)cc1	-9	2	-1	4	x	-3	-8	i	3
C=CCN1C(=O)/C(=N/n2cnnc2)c2ccccc21	4	-1	-2	4	0.0	-3	-3	i	-6
C/C(=N/NC(=O)c1ccc(Br)o1)c1cccs1	-2	-4	-2	9	2.6	0	9	i	-4
CN(C)c1ccc(NC(=O)CCN2C(=O)c3cccc([N+](=O)[O-])c3C2=O)cc1	-1	2	-6	1	1.4	3	4	i	3
O=C(COC(=O)CNC(=O)c1ccc([N+](=O)[O-])o1)Nc1ncc(C(F)(F)F)cc1Cl	-2	-1	4	1	0.6	-13	2	i	6
COc1ccc(-c2sc3ccccc3c2-c2ccc(O)cc2)cc1	-4	0	0	4	0.0	-3	-20	i	37
CCc1ccccc1NC(=O)CNC(=O)c1n[nH]c(=O)c2ccccc12	7	3	-4	11	0.5	-4	13	i	0
Cn1c(=O)c([N+](=O)[O-])c(Oc2ccccc2)c2ccccc21	-9	5	1	3	0.3	6	1	i	41
CN(C)S(=O)(=O)Oc1ccsc1C(=O)Nc1cccc(Cl)c1Cl	0	0	-1	1	1.1	0	5	i	32
COc1cccc(C2CC(=O)Nc3c2c(=O)n(C)c(=O)n3C)c1OC (centres undefined)	-2	4	2	11	1.6	1	0	i	-9
COc1ccc(Nc2nnc(C)c(=O)[nH]2)cc1	-2	-7	0	-6	-0.8	0	3	i	-6
CCCCn1nnnc1NCc1ccc(N(CC)CC)cc1	-2	4	2	-7	0.1	2	10	i	-5
Cc1nn(C)c(C)c1NC(=O)CSc1nc(C2CC2)nc2c1cnn2-c1ccccc1	1	-2	-4	-10	-1.6	0	0	i	-3
CC(C)Cc1nnc(NC(=O)CCC(=O)NCCc2ccc(Cl)cc2)s1	4	1	0	6	-0.2	-5	16	i	-7
CCN(CC)C(=O)NC1CCCCCCC1	-3	-7	3	5	-0.4	2	12	i	-4
Cc1cccc(C(=O)Nc2ccc(O)cc2C(=O)O)c1	-1	3	-1	-5	0.3	-4	6	i	0
CCC(Oc1ccccc1)C(=O)NC1CCSC1=O (centres undefined)	0	3	1	4	-0.2	11	3	i	-3
NC(=O)C(=O)N/N=C/c1c(F)c(F)c(F)c(F)c1F	-5	6	0	12	0.4	-14	10	i	-5
Cc1cc(C)n(C2CC(=O)N(c3cc(Cl)cc(Cl)c3)C2=O)n1 (centres undefined)	-2	-5	8	35*	-0.4	4	-1	i	-1
O=C(Nc1ccc2c(c1)C(=O)N(CC1CCCO1)C2=O)c1ccc(Cl)c(Cl)c1 (centres undefined)	-1	-6	0	-6	-0.5	-14	15	i	5

Some of the entries so far, in markdown:
| mol | bovine MsrA act | Rin1 Abl inh | MT1-MMP act inh | CendR NRP1 mod | MsrA inhibitor | E coli Lon inh | SKN-1 inh | Neddylation inh | FAS-TE inh |
| --- | --- | --- | --- | --- | --- | --- | --- | --- | --- |
| CC1=C(C(=O)N2CCc3ccccc32)C2(CCC(C)CC2)OC1=O (centres undefined) | -13 | 1 | -4 | 11 | 0.8 | 2 | 2 | i | 8 |
| Cc1c(C(=O)NCC2CC2)sc(=O)n1Cc1cccc(F)c1 | -2 | -1 | 4 | 14 | -1.6 | -1 | 14 | i | -2 |

Next section
SMILES	bovine MsrA act	Rin1 Abl inh	MT1-MMP act inh	CendR NRP1 mod	MsrA inhibitor	E coli Lon inh	SKN-1 inh	Neddylation inh	FAS-TE inh
COc1ccc(S(=O)(=O)N(C)C)cc1NC(=O)Cc1c[nH]c2ccccc12	-6	-1	-8	11	0.2	-1	-1	i	-2
CNCCOc1ccccc1C(C)(C)C	-9	-5	-7	9	-0.1	-12	-6	i	-6
CCCCc1nnc(NC(=O)CCS(=O)(=O)c2ccc(Cl)cc2)s1	-12	-1	-4	2	1.3	3	-11	i	-4
O=C(CCSc1nnc2scc(-c3ccccc3)n12)NCc1ccc2c(c1)OCO2	-9	-3	4	0	-0.7	10	-39	i	-2
O=S(=O)(c1ccc(Cl)cc1)N1CCN(S(=O)(=O)N2CCCCCC2)CC1	-2	0	1	9	1.3	0	-7	i	-4
COCCNc1nnc(SCC(=O)Nc2sc3c(c2C(=O)c2ccccc2)CCCC3)s1	-1	0	-6	-1	2.3	10	16	i	10
CSc1nc(C)c(CCO)c(=O)[nH]1	-2	0	1	11	-0.5	-7	11	i	-2
O=C(CC1S/C(=N/N=C2CCCCCC2)NC1=O)Nc1ccc(Br)cc1F (centres undefined)	-5	0	3	14	-0.3	-2	10	i	9
CN(C)C(=O)Oc1ccc[n+](C)c1	-2	0	4	-8	2.3	7	4	i	0
CCNC(=S)N=Nc1c(O)[nH]c2ccc([N+](=O)[O-])cc12	-16	-2	2	13	1.3	6	-7	i	10
CCN1CCN(C(=O)C(C)Sc2nc3nc(C)cc(C)n3n2)CC1 (centres undefined)	-2	2	4	-11	0.4	-6	-7	i	-2
Cc1ccccc1C1C(C#N)=C2N=C(N)c3c(sc4c3CCCCC4)N2C2=C1C(=O)CCC2 (centres undefined)	-2	1	-63	-51	x	-17	10	i	-49
N#CC1=C(N)OC2=C(C(=O)CCC2)C1Cc1ccccc1 (centres undefined)	-10	1	-6	2	-1.1	3	-2	i	-6
COC(=O)c1ccc(C(=O)OC)c(NC(=S)N2CCOCC2)c1	-5	2	0	-4	-0.4	-1	-1	i	-3
Cc1cnc(NC(=O)CSc2ccccc2)s1	-1	5	3	0	0.9	-11	3	i	-7
Cc1ccc(S(=O)(=O)CCC(=O)OCC(=O)N2c3ccccc3NC(=O)C2(C)C)cc1	-2	-2	2	3	1.8	-6	4	i	-6
COc1ccc(-n2c(SCC(=O)Nc3ccc(Br)cc3)nc(O)cc2=O)cc1	-4	2	3	0	-0.8	-3	-5	i	-2
Cc1ccc(C(=O)NCc2nnc3c(C(F)(F)F)cc(Cl)cn23)o1	-2	1	-1	-4	0.9	0	5	i	8
